Compound activity (PubChem)
DAGLB inhibitor = blocks human DAGLB lipase activity; Q8NCG7; inhibition, % at 5.17 µM; AID 504411; HEK293T DAGLB membrane lysate, EnzChek fluorogenic substrate; 340,000 tested, 0.059% active; in the data active = inhibition above about 34%;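 also: 0% = enzyme with vehicle and 100% = wells lacking enzyme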
Target sequence (Q8NCG7 whole entry, looked up): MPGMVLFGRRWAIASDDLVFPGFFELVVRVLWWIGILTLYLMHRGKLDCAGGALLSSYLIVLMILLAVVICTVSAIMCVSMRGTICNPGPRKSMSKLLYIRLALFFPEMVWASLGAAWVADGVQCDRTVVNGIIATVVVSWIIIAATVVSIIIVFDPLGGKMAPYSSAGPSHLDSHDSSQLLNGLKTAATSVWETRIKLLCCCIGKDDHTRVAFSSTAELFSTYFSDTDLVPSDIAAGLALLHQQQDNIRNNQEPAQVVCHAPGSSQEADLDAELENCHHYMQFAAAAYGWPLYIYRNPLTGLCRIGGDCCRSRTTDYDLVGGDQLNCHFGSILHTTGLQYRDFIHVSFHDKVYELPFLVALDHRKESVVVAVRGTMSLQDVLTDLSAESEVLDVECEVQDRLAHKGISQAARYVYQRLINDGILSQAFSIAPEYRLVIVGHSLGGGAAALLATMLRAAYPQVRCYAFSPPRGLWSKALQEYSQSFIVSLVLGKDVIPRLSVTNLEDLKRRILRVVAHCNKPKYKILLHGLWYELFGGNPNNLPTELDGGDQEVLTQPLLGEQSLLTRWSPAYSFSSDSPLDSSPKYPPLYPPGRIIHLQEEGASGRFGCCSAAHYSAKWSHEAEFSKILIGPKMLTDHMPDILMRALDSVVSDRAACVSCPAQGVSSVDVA
HTR5A inv ag = HTR5A inverse agonism, opioid heterodimer counter-screen. P47898. HTR5A cell line, luminescence. 340,000 tested, 0.083% active. inhibition, % at 9.3 µM; in the data active = inhibition mostly above about 23%, no sharp cut-off; inactive = mostly below about 18%;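 also: 0% = cells with DMSO and 100% = no-cell wells with DMSO; some compounds called inactive have numbers as strong as hits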
V-ATPase pH = regulators of yeast V-ATPase proton transport | S. cerevisiae, pHLuorin cytosolic pH fluorescence | response, % at 10 µM | 350,000 tested, 0.37% active; in the data active = response mostly above about 7.3%, no sharp cut-off; inactive = mostly below about 5.4%; also: actives read high; inactives centre near 0; some compounds called inactive have numbers as strong as hits; reference of the scale not given here
OPRM1-OPRD1 ag = OPRM1-OPRD1 heterodimerization agonism | P35372+P41143 | cells, luminescence | activation, % at 9.3 µM | 340,000 tested, 0.3% active | AID 504326; in the data active = activation above about 18%;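 also: 0% = vehicle-treated cells and 100% = reference agonist; values of inactives mirror those of a sister screen read the other way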
HTR5A ag ctr = HTR5A agonism, opioid heterodimer counter-screen | HTR5A agonist assay, luminescence, cell-based | 340,000 tested, 0.61% active | activation, % at 9.3 µM; in the data active = activation mostly above about 9.5%, no sharp cut-off; inactive = mostly below about 7.6%;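 also: 0% = cells with vehicle only and 100% = reference agonist; strong numbers were not always called active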
PKA-R1A activ = PKA-R1A complex activation. PKA-R1A dissociation, Cy5-IP20 fluorescence polarization; scaled: DMSO 0%, 113 µM cGMP 100%. activation, % at 11.4 µM. 340,000 tested, 0.083% active;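 active = percent activation above the mean of all tested compounds plus 3 SD, cut at about 19% in these data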;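 also: higher means more PKAc released from R1A so a rise in polarization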
PKA-R2B activ = activates the human PKA-R2B holoenzyme complex; 340,000 tested, 0.079% active; PKA-R2B holoenzyme dissociation, Cy5-IP20 fluorescence polarization; R2B truncated from residue 108, S112A mutant; 0% DMSO only, 100% 113 µM cGMP; activation, % at 11.4 µM; P22694+P31323;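 active = activation above a cutoff set at the mean over all compounds plus 3 SD, cut at about 18% in these data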;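 also: higher means more holoenzyme dissociation and a rise in polarization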
Arrestin-AP2 inh = inhibitors of human beta-arrestin and AP2 interaction; FITC-arrestin peptide / GST-AP2 beads, flow cytometry; AP2 beta2 appendage carries R879A mutation; inhibition, % at 10 µM; 340,000 tested, 0.31% active;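 active = inhibition above a set limit, near 3 SD of compounds lacking own fluorescence, cut at about 54% in these data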;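 also: plate controls were DMSO wells for no effect and 5 µM unlabelled arrestin peptide for full effect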
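Material – AP2 appendage R879A on GSH beads · Buffer or medium – PBS with 0.05% Tween 20 and 0.1% BSA · Probe or stimulus – fluorescein-tagged arrestin peptide at 50 nM final · Incubation – compound with beads 12 min RT, then probe 1 h RT · Detection – high-throughput flow cytometry of beads, ex 488, em 535 nm · Evaluation – percent response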
OPRM1-OPRD1 inv = mu-delta opioid heterodimer inverse agonism; AID 504357; 340,000 tested, 0.21% active; P35372+P41143; cell-based MOR-DOR heterodimer luminescence; inhibition, % at 9.3 µM; in the data active = inhibition above about 22%, passing the limit was not always enough;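 also: 0% = cells with DMSO and 100% = wells without cells with DMSO; values of inactives mirror those of a sister screen read the other way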
DSG3 Ab inh = human desmoglein-3 autoantibody binding inhibition; P32926; 310,000 tested, 0.48% active; DSG3-coupled beads, scFv-anti-DSG3-GFP binding, flow cytometry; stronger effect = lower value; binding (percent of control), % at 10 µM;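 active = binding more than 3 SD below its plate's average and above zero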;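 also: hits lower antibody fragment binding to DSG3; some compounds called inactive have numbers as strong as hits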
Starred values were filed as active, the others as inactive; / = not tested or not shown. Not all compounds are listed; the hit share may differ from the screen's.

Preview:
SMILES	DAGLB inhibitor	HTR5A inv ag	V-ATPase pH	OPRM1-OPRD1 ag	HTR5A ag ctr	PKA-R1A activ	PKA-R2B activ	Arrestin-AP2 inh	OPRM1-OPRD1 inv	DSG3 Ab inh
COc1ccc2[nH]c3c(c2c1)CCN[C@H]3C	1	-32	0	-0.9	9	1	3	-4	5	99
Cc1cccc(N2C(=O)/C(=C/c3ccc(CN(CCC#N)S(C)(=O)=O)o3)C(=O)NC2=S)c1	6	11	-7	-3.2	1	-10	-7	-3	14	/
Cc1ccc(N)c(C(=O)c2ccccc2)c1	0	-3	-1	-1.1	1	-2	-7	1	6	92
COC(=O)C1=C(c2ccc(F)cc2OCc2ccccc2)C[C@@H]2CC[C@H]1N2C(=O)NCc1ccc(F)cc1	-7	-37	-3	0.8	11	0	-1	-1	-5	99
Cc1ccc(N)c(C)c1	-1	-20	-1	-1.1	5	-3	-10	28	6	102
Cc1ccc2nc3c(cc2c1)CC1(C(=O)N(C)C(=O)N(C)C1=O)C1CCCCN31 (configuration not stated)	2	-9	-3	-1.5	-1	2	4	-1	9	/

Results, from the first entry:
SMILES	DAGLB inhibitor	HTR5A inv ag	V-ATPase pH	OPRM1-OPRD1 ag	HTR5A ag ctr	PKA-R1A activ	PKA-R2B activ	Arrestin-AP2 inh	OPRM1-OPRD1 inv	DSG3 Ab inh
COc1ccc2[nH]c3c(c2c1)CCN[C@H]3C	1	-32	0	-0.9	9	1	3	-4	5	99
Cc1cccc(N2C(=O)/C(=C/c3ccc(CN(CCC#N)S(C)(=O)=O)o3)C(=O)NC2=S)c1	6	11	-7	-3.2	1	-10	-7	-3	14	/
Cc1ccc(N)c(C(=O)c2ccccc2)c1	0	-3	-1	-1.1	1	-2	-7	1	6	92
COC(=O)C1=C(c2ccc(F)cc2OCc2ccccc2)C[C@@H]2CC[C@H]1N2C(=O)NCc1ccc(F)cc1	-7	-37	-3	0.8	11	0	-1	-1	-5	99
Cc1ccc(N)c(C)c1	-1	-20	-1	-1.1	5	-3	-10	28	6	102
Cc1ccc2nc3c(cc2c1)CC1(C(=O)N(C)C(=O)N(C)C1=O)C1CCCCN31 (configuration not stated)	2	-9	-3	-1.5	-1	2	4	-1	9	/
Cc1cc(C)c(C)c(C(O)(C(=O)O)c2ccccc2)c1 (configuration not stated)	1	/	3	/	/	-13	-5	/	/	105
C=C1[C@H]2CC[C@H]3[C@]4(C)C[C@H](O[C@H]5O[C@H](CO)[C@@H](OS(=O)(=O)O)[C@H](OS(=O)(=O)O)[C@H]5OC(=O)CC(C)C)C[C@@H](C(=O)O)[C@H]4CC[C@]3(C2)[C@H]1O	-2	-16	1	-1.0	4	-6	0	8	5	91
CCOC(=O)[C@]1(C#N)[C@@H]2C=CC(C(C)=O)=CN2[C@@H](C(N)=O)[C@@H]1c1ccsc1	1	-8	-2	-1.8	-1	10	-8	12	8	113
O=c1cccc2n1CC1CC2CN(C(c2ccccc2)c2sc3ncnn3c2O)C1 (configuration not stated)	1	-17	2	-1.3	2	-4	7	-8	7	139
CC1(C(=O)O)CC12c1ccccc1-c1ccccc12 (configuration not stated)	0	0	2	-5.1	0	-10	-3	9	22	95
COC(=O)[C@@H]1C(OC(=O)c2ccccc2)CC2CCC1N2C (some centres not stated)	-1	-14	0	-0.5	6	3	-5	6	2	96
O=C1NC(=O)N(c2ccccc2F)C(=O)/C1=C/c1ccc(Oc2ccc([N+](=O)[O-])cn2)cc1	4	-5	1	0.5	4	-11	-4	-13	-4	112
O=C(O)CCC(=O)NCCC1=c2ccccc2=N/C1=C\c1c(O)n(Cc2ccc(F)cc2)c(=S)[nH]c1=O	10	-4	0	-0.3	10	-7	8	20	2	67*
COC(=O)C1=C(c2ccc(-c3ccccc3)c(F)c2)C[C@@H]2CC[C@H]1N2C(=O)NC1CCCCC1	-4	-6	-1	2.4	-4	-6	12	5	-14	103
O=c1[nH]c(=O)n(Cc2ccccc2)c(O)c1C=NCCCn1ccnc1	2	12	-6	-5.2	-5	-4	1	-2	25	109
O=C(COc1ccc(Cl)cc1)N1CCN(Cc2ccc([N+](=O)[O-])cc2)CC1	-1	1	-1	-0.4	0	-6	-4	1	3	86
COc1ccc(C(=O)C2CCCN(Cc3ccsc3)C2)cc1OC (configuration not stated)	-1	6	-1	1.3	-2	6	-4	14	-10	104
Cc1ccc(S(=O)(=O)NCC2CCC(C(=O)N3CCC4(CC3)OCCO4)CC2)cc1 (configuration not stated)	0	24	4	-2.0	4	-10	-11	30	8	/
CC(=NCCN1CCCCC1)c1c(O)[nH]c(=O)[nH]c1=O	-1	4	-4	-3.4	-2	4	-2	34	16	104
CC/C(=N\Nc1ccccc1)c1c(O)n(C)c(=O)n(C)c1=O	-2	-3	0	-2.5	2	5	1	48	14	127
O=c1c2ccccc2nc(/C=C/c2ccccc2F)n1-c1ccccc1O	-3	3	-3	29*	-1	-9	-5	9	-150	93
COC(=O)C1=C(c2ccc(OCc3ccccc3)cc2)C[C@@H]2CC[C@H]1N2C(=O)NCc1cccc(F)c1	-8	/	0	/	/	-2	-15	/	/	104
CCCCCCN=Cc1c(O)n(C)c(=O)n(C)c1=O	2	-11	-3	-1.0	1	-6	-5	22	6	113
Cc1cccc(N=Nc2ccc(N(C)C)cc2)c1	12	1	0	0.5	0	-4	-12	17	-3	99
CN(C)P(=O)(NC(=O)c1cccn1C)N(C)C	2	19	3	-0.4	-7	-8	-4	45	2	99
O=C(c1cccc2ccccc12)C1CCCN(Cc2ccon2)C1 (configuration not stated)	-2	-9	3	-3.3	3	-3	-4	8	16	99
Cc1ccc(-n2nc(C)cc2NC(=O)COc2cc(C)cc3oc(=O)c4c(c23)CCC4)cc1	2	-39	6	-2.8	-3	0	-9	-12	15	105
O=c1[nH]c(=S)[nH]c(O)c1N=Nc1cc2c(cc1[N+](=O)[O-])OCO2	2	15	0	-1.7	-2	0	2	5	9	102
Nc1cc2nc3ccccc3nc2cc1N	2	2	1	5.1	12	4	9	24	-26	108
CC1CCCCN1CC(O)c1c[nH]c2ccccc12 (configuration not stated)	0	-8	-3	-4.8	2	3	4	0	21	118
COc1cccc(N=Cc2c(O)n(Cc3ccco3)c(=O)[nH]c2=O)c1	-4	-9	-1	-1.0	-2	0	3	13	5	97
CC(C)(C)n1cc(C(=O)c2ccccc2OCCCF)cn1	-1	-15	-2	-3.1	4	-21	-1	8	14	101
COc1ccc(-c2nn(CCC#N)cc2C(=O)Nc2ccc(C(C)=O)cc2)cc1[N+](=O)[O-]	0	5	2	-2.2	8	8	-5	-5	12	111
N=c1c[n+](C2CCCCC2)[n-]o1	1	-6	0	-3.9	1	-5	-8	34	20	104
CCC1(CC(C)c2ccccc2)C(=O)NC(=O)NC1=O (configuration not stated)	2	-15	-4	-0.4	4	-3	-10	13	2	124
CC1CN1P1(=O)OCC(C)([N+](=O)[O-])CO1 (configuration not stated)	-6	-34	-2	-2.1	9	-7	3	16	11	96
C=CCN(CC=C)C(=O)CCN1CC1C (configuration not stated)	2	9	0	-4.3	-2	-12	0	-9	21	110
CCC(=Nc1ccccc1NC(C)=O)c1c(O)n(C)c(=O)n(C)c1=O	1	-39	-1	-3.1	3	-4	4	1	18	122
COc1ccc(NC(=S)NC(NC(=O)CF)C(Cl)(Cl)Cl)cc1[N+](=O)[O-] (configuration not stated)	6	13	-1	1.3	4	-6	4	25	-6	104
C[C@H]1CN([C@@H](C)CO)C(=O)CCCn2nncc2CO[C@H]1CN(C)C(=O)Oc1ccccc1	3	/	-2	/	/	7	5	/	/	102
CC12CCCCC1N(O)CN2O (configuration not stated)	-2	-2	4	-2.7	1	-3	15	-4	11	/
CCN(CCNc1ccc([N+](=O)[O-])c2cccnc12)S(=O)(=O)c1ccccc1	-3	-43	0	-1.0	1	5	-6	14	6	133
CC(=NCc1ccc2c(c1)OCO2)c1c(O)n(-c2ccc(C)cc2)c(=O)[nH]c1=O	2	-1	-2	-2.4	1	-8	-4	26	12	/
COC(=O)c1cn(C(=O)c2cccc3ccccc23)c2ccccc12	-11	10	-2	-2.1	-4	-2	-2	8	11	/
O=c1[nH]c(=S)n(Cc2ccc(F)cc2)c(O)c1/C=N/N1CCCCC1	6	4	0	-2.1	6	-3	-5	9	11	104
CC(=NCc1ccco1)c1c(O)n(-c2ccc(C)cc2)c(=O)[nH]c1=O	-1	11	2	-4.8	-5	-5	-2	5	24	105
COC(=O)C1=C(c2ccccc2)C[C@@H]2CC[C@H]1N2C(=O)NC(C)C	1	7	-1	-4.1	3	-11	-1	-13	22	103
CN(Cc1ccccc1)Cc1ccccc1OC(=O)N(C)C	0	-2	-2	-0.6	3	-1	4	1	3	/
COc1ccc(N2C(=O)/C(=C/c3ccc(C)o3)C(=O)NC2=S)cc1	-3	-5	11*	-1.3	1	-1	3	33	6	90
CNC(C)Cc1ccccc1Sc1ccc(O)cc1 (configuration not stated)	2	10	-1	15	-1	1	-5	6	-87	102
Cc1ccc(C)c(NC(=O)CSc2nnc([C@@H](N)Cc3c[nH]c4ccccc34)o2)c1	1	-13	4	-0.5	5	5	0	18	2	100
CCCCc1ccc(C(=O)O)nc1	1	-5	-1	-1.1	4	-4	-5	-1	6	123
O=C1NC(=O)N(Cc2ccccc2)C(=O)/C1=C/C=C/c1ccco1	7	-3	12	0.0	5	10	11	15	0	97
Cc1nc2ccc(Cl)cn2c1P(=S)(N1CCOCC1)N1CCOCC1	0	-24	0	-1.7	1	-9	-1	3	10	104
